# Screens (PubChem BioAssay)
# miR122 inh = inhibitors of miR-122 in Huh7 cells; Huh7 miR-122 Renilla luciferase sensor, 48 h; neutral wells = 0, positive control = 100; activation (reporter increase), % at 12.5 µM; hit rate 0.3% among 340,000; AID 602342;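 active = mean replicate activation score at least 90 and every replicate individually at or above 90; inconclusive = only one of the two criteria met; inactive = neither criterion met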;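 note: higher luciferase means less miR-122 activity so hits act as miR-122 inhibitors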
# Casp6 inh = caspase-6 (human) enzyme inhibition | inhibition, % at 12.5 µM | purified caspase-6, Z-VEID-R110 cleavage fluorescence | AID 686996 | hit rate 0.53% among 350,000 | P55212;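 active = mean inhibition across replicates at least about 35%, with every replicate also reaching that limit, limit read from the data; inconclusive = only one of the two criteria met; inactive = neither criterion met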;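 note: 0% = median of neutral control wells and 100% = no fluorescence left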
# Target sequence (P55212 24-179 limits assumed): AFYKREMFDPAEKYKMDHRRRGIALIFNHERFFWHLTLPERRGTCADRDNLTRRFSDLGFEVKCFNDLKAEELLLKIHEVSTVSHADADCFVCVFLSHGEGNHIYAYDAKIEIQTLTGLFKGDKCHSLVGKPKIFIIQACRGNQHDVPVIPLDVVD
# Target sequence (P55212 194-293 limits assumed): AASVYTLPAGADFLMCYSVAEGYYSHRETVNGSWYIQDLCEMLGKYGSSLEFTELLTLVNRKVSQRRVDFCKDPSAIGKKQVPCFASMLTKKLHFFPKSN
# F508del corr = correctors of CFTR F508del function in bronchial epithelial cells; CFBE cells, YFP halide quenching; stimulated with forskolin plus potentiator P3; % fluorescence drop versus neutral controls; activity (quench increase), % at 7.58 µM; hit rate 0.36% among 350,000; AID 720511;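 active = mean added fluorescence quench of at least 8% versus neutral control, with both replicates also reaching 8%; inconclusive = only one of the mean or replicate conditions met; inactive = mean below 8% and not both replicates reaching 8%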;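 note: cells transiently co-express mutant CFTR-F508del with the halide-sensitive YFP; corrector assay measuring rescue of mutant channel to the surface after 24 h compound exposure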
# SIRT5 inh = sirtuin-5 (human) deacylase inhibition; Q9NXA8; Purified SirT5, succinyl-peptide AMC, trypsin-coupled fluorescence; inhibition, % at 15 µM; hit rate 1.1% among 330,000; AID 652115; in the data active = inhibition above about 15%; inconclusive = no clear call, values can overlap the other calls
# Target sequence (Q9NXA8 whole entry, looked up): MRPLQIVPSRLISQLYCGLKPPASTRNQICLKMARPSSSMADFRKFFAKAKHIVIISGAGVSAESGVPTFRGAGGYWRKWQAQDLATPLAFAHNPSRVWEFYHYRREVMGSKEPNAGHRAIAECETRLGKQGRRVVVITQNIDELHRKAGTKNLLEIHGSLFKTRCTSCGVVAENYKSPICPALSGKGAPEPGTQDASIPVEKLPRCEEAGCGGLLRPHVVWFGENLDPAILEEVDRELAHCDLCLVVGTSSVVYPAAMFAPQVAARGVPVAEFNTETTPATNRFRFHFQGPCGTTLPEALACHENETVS
# ERp5 block = ERp5 (human) disulfide isomerase inhibition; ERp5 insulin aggregation, absorbance 650 nm, 90 min; inhibition, % at 9.99 µM; hit rate 0.05% among 350,000; AID 651711;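 active = mean replicate inhibition above about 25%, with every replicate also reaching it, limit read from the data, passing the limit was not always enough; inconclusive = only one of those two criteria met; inactive = neither criterion met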
# Target sequence (Q15084 whole entry, looked up): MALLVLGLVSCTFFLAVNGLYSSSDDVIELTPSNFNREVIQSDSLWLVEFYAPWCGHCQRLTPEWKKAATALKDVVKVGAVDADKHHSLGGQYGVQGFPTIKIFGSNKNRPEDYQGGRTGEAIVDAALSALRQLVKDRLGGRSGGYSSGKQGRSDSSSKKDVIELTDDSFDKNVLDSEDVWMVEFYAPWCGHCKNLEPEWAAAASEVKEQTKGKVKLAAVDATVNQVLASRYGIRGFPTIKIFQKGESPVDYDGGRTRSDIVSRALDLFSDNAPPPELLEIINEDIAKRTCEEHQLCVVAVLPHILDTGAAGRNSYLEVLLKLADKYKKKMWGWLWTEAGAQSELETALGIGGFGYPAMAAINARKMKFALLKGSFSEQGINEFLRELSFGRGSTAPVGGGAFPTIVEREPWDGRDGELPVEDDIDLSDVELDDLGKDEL
# DENV2 CPE = inhibitors of DENV2 cytopathic effect; DENV2-infected cells, cytopathic effect rescue, plate reader; CPE inhibition, % at 9.99 µM; hit rate 1.7% among 350,000; AID 651640; in the data active = CPE inhibition above about 20%, passing the limit was not always enough; inconclusive = no clear call, values can overlap the other calls; tested in BHK-21 cells;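 note: 0% = median of neutral control wells and 100% = median of positive control wells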
# ERAP1 HTS inh = blocks human ERAP1 aminopeptidase activity; Q9NZ08; recombinant ERAP1, Leu-AMC fluorescence, 60 min; inhibition, % at 10.7 µM; hit rate 0.15% among 340,000;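 active = mean replicate inhibition of at least 30%, or all replicates individually reaching that 30% level; inactive = mean below 30% and not every replicate reaching it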;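 note: 0% = neutral control wells and 100% = L-leucinethiol positive control wells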
# Starred values were filed as active, the others as inactive; ? = inconclusive; / = no result given; [ ] = dose if it differs, or a comment.
miR122 inh	Casp6 inh	F508del corr	SIRT5 inh	ERp5 block	DENV2 CPE	ERAP1 HTS inh	structure
/	-4.6	-2.8	-1.7	0.0	-3.6	6.5	O=C(CCN1CCN(C(=O)c2ccccc2)CC1)c1ccc(Br)cc1
-12.0	-2.1	/	-7.2	4.5	-0.6	-0.2	COc1ccccc1N1CCN(c2ccc([N+](=O)[O-])cn2)CC1
-7.0[16.7 µM]	-1.8	3.3	2.4	0.7	-0.4	2.8	C[C@@H]1CCCCO[C@@H](CN(C)C(=O)Cc2ccccc2)[C@H](C)CN([C@H](C)CO)C(=O)c2cc(NS(C)(=O)=O)ccc2O1
4.7	3.1	0.1	-0.8	1.4	18.3	4.6	Cc1noc(C)c1-c1ccc(C(=O)NCC2CC2)c2occc12
1.1	-0.4	-0.1	0.5	5.1	-2.6	9.2	Cc1cc(C)cc(N(CC(=O)NCc2ccco2)C(=O)CCC(=O)Nc2nccs2)c1
-5.5	0.7	-1.0	7.0	-0.5	1.4	1.8	COc1ccc(CCNC(=O)Cc2cccs2)cc1OC
2.0	-4.5	-1.8	-6.3	4.5	/	0.3	Cc1ccsc1C(=O)OCC(=O)Nc1ccc(Cl)cc1C(F)(F)F
2.3	0.9	0.5	/	2.3	-6.5	3.5	Cc1ccccc1-c1cc2c(c3c1ccn3C)C1CCC2C1 (stereo not drawn)
-3.5	-2.1	2.5	-5.4	2.3	4.8	0.4	C=CCOC(=O)C1=C[C@@H](c2ccccc2)[C@H](CCCO)[C@@H](OCC)O1
/	3.5	1.4	4.7	?	?	/	CC1(C)Cc2c(c(N3CCOCC3)nc3sc4c(NCCN5CCOCC5)nnnc4c23)CS1
/	0.8	-0.6	-3.0	-2.1	-8.2	-4.7	O=C(NCc1ccccc1)C1C(=O)Nc2ccccc2C(=O)N1C1CCCC1 (stereo not drawn)
-8.9[16.7 µM]	0.5	-0.7	0.3	-0.2	16.6	0.8	Cc1ccc(S(=O)(=O)N(C)C[C@H]2Oc3ccc(NC(=O)C4CC4)cc3CC(=O)N([C@@H](C)CO)C[C@H]2C)cc1
/	0.9	2.4	0.4	-7.6	-5.3	1.4	O=C(Nc1cccc(Br)c1)c1ccc2c(c1)SC1=NS(=O)(=O)CCN12
-0.6[16.7 µM]	-1.6	-3.6	6.6	-6.9	6.3	-0.3	C[C@H](CO)N1C[C@H](C)[C@@H](CN(C)C(=O)Nc2ccc(C(F)(F)F)cc2)Oc2c(NC(=O)c3ccc(-c4nccs4)cc3)cccc2C1=O
-2.2	14.8	1.3	3.4	11.1	?	5.5	O=C(N/N=C/c1ccc(O)c(O)c1)c1cccc(S(=O)(=O)N2CCCC2)c1
/	0.7	/	-0.7	-5.7	/	5.5	O=c1cc(O)c2sc(Nc3ccc(F)cc3)nc2[nH]1
-1.4[16.7 µM]	/	-4.4	-5.0	-4.7	-3.4	1.8	C[C@@H]1CN([C@H](C)CO)C(=O)Cc2cc(NC(=O)NC3CCCCC3)ccc2O[C@@H]1CN(C)C(=O)NC1CCCCC1
4.4	-0.4	0.6	-2.3	3.6	-3.1	-0.3	CCC1CCC2(CC1)NC(=O)N(CC(=O)Nc1ccc(OC)c(Cl)c1)C2=O (stereo not drawn)
4.1	0.3	1.8	-1.6	-1.1	-0.2	-1.8	COC(CNC(=O)c1ccc2c(c1)nc(C)n2-c1cc(C)cc(C)c1)OC
/	-0.2	-5.2	0.4	9.5	9.2	2.9	CCS(=O)(=O)N1CC2(CN(C(=O)Nc3c(C)noc3C)[C@H](CO)c3c2c2ccc(OC)cc2n3C)C1
-0.4	4.7	-1.7	-5.0	4.9	4.4	-0.5	COCCN1CCN(C(=O)c2cc(COc3ccc(F)cc3Cl)on2)CC1
/	-0.8	-1.6	-3.6	0.5	11.9	-9.4	CN(c1ccccc1)S(=O)(=O)c1cccc(NC(=O)c2ccc(Cl)c([N+](=O)[O-])c2)c1
/	-0.4	-1.4	-4.5	6.9	-2.6	-17.9	CCc1c(SCCC(=O)O)nc2ccccc2c1C
-6.7	2.4	-0.6	/	7.0	-9.8	9.1	CCOC(=O)c1c(/N=C/C2C(=O)CCCC2=O)sc(C)c1C
/	-6.6	-1.2	-1.1	1.7	/	-1.3	Cn1cnnc1SCC(=O)Nc1ccc(N2CCOCC2)cc1
-1.3[16.7 µM]	0.8	-1.1	5.6	2.1	15.9	-0.5	COc1ccc(CN(C)C[C@@H]2OCCCC[C@H](C)Oc3ccc(NC(=O)Nc4cccc5ccccc45)cc3C(=O)N([C@@H](C)CO)C[C@@H]2C)cc1
/	-1.0	3.2	6.1	5.6	25.6*	1.8	Cc1ccc(-c2ccccc2[C@@H]2[C@H](C#N)N(C(=O)Cc3cccnc3)[C@H]2CO)cc1
/	1.5	0.8	0.3	0.6	0.3	0.0	CCS(=O)(=O)N1CC(=O)N2[C@H](C1)[C@@H](c1ccc(C#CCC3CCCC3)cc1)[C@@H]2CO
/	-6.0	0.2	-3.0	-0.4	?	1.5	CN1CCN(CCOCCOc2ccc(Br)cc2Cl)CC1
1.2[16.7 µM]	1.7	-0.1	0.4	-3.7	0.5	1.5	O=C(C[C@@H]1C[C@@H]2c3cc(NC(=O)C4CCOCC4)ccc3O[C@@H]2[C@H](CO)O1)NCc1cc(F)ccc1F
0.6	-0.2	-2.5	0.6	-0.7	-0.3	12.8	COc1ccnc(Oc2ccc(F)cc2)c1C(=O)N/C=N/OCc1ccc(F)cc1Cl
46.0[16.7 µM]	5.4	2.2	0.4	2.7	1.8	-10.0	CC(=O)N(C)C[C@@H]1Oc2cc(C#CC3CCCC3)ccc2S(=O)(=O)N([C@@H](C)CO)C[C@H]1C
/	-1.5	4.0	-2.2	2.5	-2.9	-0.1	CCOc1ncccc1C(=O)Nc1cccc(Cl)c1Cl
2.9	-0.5	3.2	/	-4.2	6.3	1.2	Cc1ccc(Cl)c(Cn2cnc3c(cnn3C(C)(C)C)c2=O)c1F
-6.1	1.1	-0.3	-2.2	2.0	?	-3.6	Cc1ccc(NC(=O)c2ccc(COc3ccccc3[N+](=O)[O-])o2)nc1
-11.2[16.7 µM]	0.3	-4.5	-1.2	1.5	11.8	1.8	C[C@@H]1CCCCO[C@H](CN(C)C(=O)C2CCCCC2)[C@H](C)CN([C@H](C)CO)C(=O)c2cc(NC(=O)Nc3ccccc3)ccc2O1
-5.5	-5.0	-1.0	-3.3	0.1	-3.9	-1.9	O=C(COC(=O)/C=C/c1ccccc1Cl)NC1CCCCCC1
/	-3.1	2.4	2.8	-3.6	-0.7	1.5	CO[C@@H]1CN(C)C(=O)c2ccc(NC(=O)Nc3ccc(F)cc3)cc2OC[C@@H](C)N(C(=O)c2cnccn2)C[C@H]1C
/	0.1	2.7	-3.9	0.1	?	-3.7	O=C(NC1CCCC1)C1c2ccccc2OCC(=O)N1Cc1ccc2c(c1)OCO2 (stereo not drawn)
/	-1.6	2.9	-2.2	-4.7	-2.5	3.9	O=C(NNC(=O)C1CCN(S(=O)(=O)c2c(Cl)cccc2Cl)CC1)c1ccccc1O
-5.1[16.7 µM]	0.9	-1.4	6.5	0.9	-23.8	0.7	OC[C@H]1[C@H](c2ccc(C#Cc3ccccc3F)cc2)[C@H]2CN(Cc3cncnc3)CCCCN21
-5.6[16.7 µM]	1.0	-1.1	0.6	5.5	0.1	1.3	O=C(NCC1CC1)[C@@H]1[C@@H](CO)[C@@H]2Cn3c(ccc(-c4cccc(F)c4)c3=O)[C@@H]2N1CC1CC1
/	10.0	-1.4	-2.8	2.4	-1.3	-3.1	Fc1cccc(F)c1/C=N/Nc1ccccn1
/	4.8	0.3	-3.4	-8.4	7.5	-4.5	Cc1ccc2nc(NC(=S)NC(=O)c3ccc(OC(C)C)cc3)sc2c1
/	/	-2.1	0.0	-0.9	3.4	/	COCC(=O)N1[C@H](C#N)[C@H](c2ccccc2C2=CCCC2)[C@H]1CO
/	8.2	1.5	-1.3	-4.3	10.7	-6.7	Cc1cccc(C(=O)N(Cc2nc3ccccc3c(=O)[nH]2)C2CCCCC2)c1
-8.2	3.7	2.5	/	-18.4	?	-1.3	CC(=O)OCC=C1CCC2C3CCC4=CC(=O)CCC4(C)C3C(O)CC12C (stereo not drawn)
4.8	-2.5	/	-10.5	-6.8	/	1.4	O=C(NCc1cccs1)C1CCCCC1
-0.4[16.7 µM]	2.8	4.8	3.0	-1.3	6.4	0.9	C[C@H](CO)N1C[C@H](C)[C@@H](CN(C)C)Oc2ccc(NS(=O)(=O)c3ccc(Cl)cc3)cc2C1=O
/	/	-2.6	/	-2.1	-4.9	-2.3	COc1ccc2c3c(n(C)c2c1)[C@H](CO)N(C)CC31CN(S(=O)(=O)c2cccc(F)c2)C1
-3.3	-3.2	2.4	/	5.1	-1.3	2.4	COc1ccc(-c2nc(C)sc2C)cc1
2.2[16.7 µM]	-6.3	1.0	6.5	-0.2	9.1	1.6	CCC(=O)N1CC[C@H]2[C@@H]1c1cc(C#Cc3ccccc3OC)ccc1N(C)[C@H]2CO
-3.2[16.7 µM]	0.5	0.6	0.7	-0.2	-4.1	-0.1	C[C@@H]1CN([C@H](C)CO)C(=O)c2cc(C#Cc3ccc(F)cc3)cnc2O[C@@H]1CN(C)CC1CCOCC1
-5.6	1.2	1.8	-4.0	-5.2	-5.2	-1.2	Cc1noc(C)c1S(=O)(=O)NC(=O)C1(C)CCN1C(=O)C1(c2ccc(Cl)cc2)CC1 (stereo not drawn)
/	-1.8	-1.3	3.0	3.8	-2.0	-2.4	CS(=O)(=O)c1nc(-c2ccc(F)cc2)cc(C(F)(F)F)n1
-1.4[16.7 µM]	-24.1	-0.6	2.8	-3.1	-2.8	12.9	CNC[C@@H]1Oc2ccc(NC(=O)CCN3CCOCC3)cc2CC(=O)N([C@@H](C)CO)C[C@@H]1C
/	1.6	-1.8	0.9	3.9	4.8	0.9	Cc1ccn2c(NC(C)(C)C)c(-c3cccs3)nc2c1
6.1	-2.1	-2.9	-1.6	-7.8	3.9	3.1	Cc1ccc(NCC(=O)N/N=C\C(Br)=C\c2ccccc2)cc1
/	4.9	-0.3	-3.8	3.3	3.6	-1.8	O=C(CCc1nc2ccccc2c(=O)[nH]1)NNC(=O)c1ccc(F)cc1
3.2	-3.2	-5.3	-2.2	4.0	0.1	2.6	COc1ccc(-c2cc(C(=O)N/N=C/c3cc(OC)c(OC)cc3OC)c3ccccc3n2)cc1

# The list goes on:
miR122 inh	Casp6 inh	F508del corr	SIRT5 inh	ERp5 block	DENV2 CPE	ERAP1 HTS inh	structure
15.9[16.7 µM]	-0.5	-1.3	7.1	-0.5	10.4	0.3	Cc1noc(C)c1NC(=O)Nc1ccc2c(c1)C(=O)N([C@H](C)CO)C[C@H](C)[C@H](CN(C)S(=O)(=O)c1c(C)noc1C)OCCCC[C@H](C)O2
/	1.1	3.7	-0.5	-4.0	?	-0.9	COc1cccc(C#Cc2ccc([C@@H]3[C@@H](CO)N(C(=O)C4CCCCC4)[C@H]3C#N)cc2)c1
-44.1[16.7 µM]	-2.8	2.4	2.9	-3.8	-10.0	-2.8	C[C@H](CO)N1C[C@H](C)[C@H](CN(C)CC2CCCCC2)Oc2ccc(NC(=O)Nc3ccc(C(F)(F)F)cc3)cc2C1=O
-0.1	-3.0	2.6	-4.5	5.6	5.2	-1.8	CCCc1c(C(=O)N/N=C(\C)CCc2ccccc2)nnn1-c1nonc1N
0.9[16.7 µM]	-0.9	-1.1	1.9	1.8	1.6	1.9	C[C@@H]1CN([C@H](C)CO)C(=O)c2cc(-c3cccc(C#N)c3)cnc2O[C@H]1CN(C)C
/	0.4	-0.9	2.6	-1.1	-11.8	-1.4	COCC(=O)Nc1ccc2c(c1)OC[C@H](C)N(Cc1ccccn1)C[C@H](C)[C@@H](OC)CN(C)C2=O
